PMI act hi M6P: PMI (human) activation, high substrate; P34949; coupled PMI enzyme assay, resazurin fluorescence, 20 min; hits give high values; 1 = untreated enzyme, 0 = substrate-free blank; activation factor at 20 µM; 190,000 compounds, 0.34% hits; AID 1216;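 active = activation factor of 2 or more at 20 µM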
Target sequence (P34949 whole entry, looked up): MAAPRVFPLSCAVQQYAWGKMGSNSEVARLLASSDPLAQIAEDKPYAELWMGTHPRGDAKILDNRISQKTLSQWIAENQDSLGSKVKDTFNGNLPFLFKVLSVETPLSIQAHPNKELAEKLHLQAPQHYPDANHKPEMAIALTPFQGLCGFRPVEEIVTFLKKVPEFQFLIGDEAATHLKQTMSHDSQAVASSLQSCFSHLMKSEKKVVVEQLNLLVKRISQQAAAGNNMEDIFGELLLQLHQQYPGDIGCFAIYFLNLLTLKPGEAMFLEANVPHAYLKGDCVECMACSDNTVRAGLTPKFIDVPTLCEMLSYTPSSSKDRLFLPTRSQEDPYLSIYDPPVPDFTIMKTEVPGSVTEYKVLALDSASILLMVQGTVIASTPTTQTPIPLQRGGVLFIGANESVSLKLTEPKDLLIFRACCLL
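Material: human phosphomannose isomerase with PGI, G6PDH, diaphorase coupling enzymes / Reagent: Man-6-P substrate 1.0 mM / Dosing: single compound dose of 20 µM, 1% DMSO final / Incubation: enzyme reaction with compound 20 min at room temperature / Signal: resorufin fluorescence (Ex 544/Em 590 nm) from resazurin via diaphorase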
PMI act: activators of human phosphomannose isomerase; P34949; purified human PMI, coupled resazurin fluorescence, 20 min; hits give high values; 1 = vehicle control, 0 substrate-free wells; activation factor at 20 µM; 190,000 compounds, 0.005% hits; AID 1214;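 active = activation factor of 2 or more at 20 µM, relative to plate controls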
Lmaj promast: reduces viability of Leishmania major promastigotes; resazurin fluorescence viability; inhibition, % at 10 µM; 200,000 compounds, 9% hits; in the data active = inhibition above about 50%;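 note: promastigotes grown with compound for 44 hours at 28 °C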
bIAP inh: blocks bovine intestinal alkaline phosphatase activity. purified bovine IAP, CDP-star luminescence, 30 min. inhibition, % at 20 µM. 190,000 tested, under 10 active. AID 1019;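 active = over 50% inhibition of intestinal alkaline phosphatase at 20 µM in the single-dose screen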
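System: Purified bovine intestinal alkaline phosphatase (IAP) enzyme | Input: IAP diluted 1/65,000,000 in the well | Also added: CDP-star chemiluminescent phosphatase substrate, 30 µM final | Dosing: 20 µM single dose | Times: Enzyme reaction for 30 min at room temperature | Detection: Luminescence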
TNAP act hi DEA: TNAP (human) activation, high acceptor; 200,000 tested, under 10 active; activation factor at 20 µM; purified TNAP, CDP-star luminescence, 1 M DEA, 30 min; hits give high values; 0 = EDTA background, 1 = DMSO-only activity; P05186;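 active = activation factor at least 2 at 20 µM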
Target sequence (P05186 whole entry, looked up): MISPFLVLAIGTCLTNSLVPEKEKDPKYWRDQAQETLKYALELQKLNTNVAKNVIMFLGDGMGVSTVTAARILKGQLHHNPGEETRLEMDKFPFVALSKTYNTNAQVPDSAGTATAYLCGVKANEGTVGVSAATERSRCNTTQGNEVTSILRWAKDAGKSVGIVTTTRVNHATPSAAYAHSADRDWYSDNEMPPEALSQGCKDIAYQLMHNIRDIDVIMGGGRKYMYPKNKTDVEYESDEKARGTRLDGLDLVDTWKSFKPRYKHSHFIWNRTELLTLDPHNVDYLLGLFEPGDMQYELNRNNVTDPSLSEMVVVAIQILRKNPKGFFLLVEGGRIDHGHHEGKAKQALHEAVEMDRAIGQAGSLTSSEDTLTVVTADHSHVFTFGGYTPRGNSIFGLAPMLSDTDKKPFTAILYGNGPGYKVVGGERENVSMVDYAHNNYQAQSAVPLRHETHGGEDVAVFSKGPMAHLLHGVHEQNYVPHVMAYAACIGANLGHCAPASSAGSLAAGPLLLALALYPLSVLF
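Measured by: Luminescent substrate turnover signal | Test system: Human TNAP | Input: TNAP 1/800 final | Dosing: 20 µM single point | Schedule: 30 min, room temperature | Controls: EDTA wells as negative control, DMSO wells as positive control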
TNAP inh hiacc: inhibitors of human TNAP at high phosphate acceptor concentration | inhibition, % at 20 µM | purified TNAP, CDP-star luminescence, 1 M DEA | 200,000 compounds, 0.03% hits | AID 1135;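 active = over 50% inhibition of tissue-nonspecific alkaline phosphatase at 20 µM in the single-dose screen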;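 note: plate controls were DMSO wells for no effect and EDTA-quenched wells as full inhibition for full effect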
Diaph act CS: diaphorase activation or chemical reduction counter-screen; Diaphorase/resazurin coupled assay, resorufin fluorescence, 16 min; hits give high values; 1 = vehicle wells, 0 = NADH-free wells; activation factor at 20 µM; 190,000 compounds, 0.005% hits; AID 1229;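 active = diaphorase activity raised at least twofold by the compound at 20 µM; inactive = activation factor below 2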
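Assay system: bacterial diaphorase enzyme (C. kluyveri) / Input: enzyme 0.07 U/mL final / Medium: 50 mM HEPES pH 7.4 with 4.542 mM MgCl2, 0.005% Tween 20 / Doses: single compound dose of 20 µM, 1% DMSO final / Incubation: 16 min enzyme reaction, ambient temperature / Signal: fluorescence, excitation 544 nm and emission 590 nm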
bIAP activator: increases bovine intestinal alkaline phosphatase activity; purified bovine IAP, CDP-star luminescence, 30 min; hits give high values; fold of DMSO-control signal, blank-subtracted; activation factor at 20 µM; 200,000 compounds, 0.17% hits; AID 1016;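 active = activation factor of 2 or more at 20 µM, a signal rise over negative controls twice the positive control's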
TNAP inh no acc: inhibitors of human TNAP without phosphate acceptor; P05186; purified TNAP, CDP-star luminescence, 30 min; inhibition, % at 20 µM; 200,000 compounds, 0.26% hits;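 active = tissue-nonspecific alkaline phosphatase inhibition above about 50% at 20 µM in the single-dose screen, limit read from the data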;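 note: 0% = DMSO negative control and 100% = EDTA positive control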
Diaphorase inh: diaphorase inhibition or chemical oxidation counter-screen | diaphorase resazurin-to-resorufin fluorescence, NADH, 16 min; bacterial (C. kluyveri) enzyme, not human | inhibition, % at 20 µM | 190,000 compounds, 0.69% hits | AID 1217;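 active = primary screen inhibition at 20 µM above a set limit, cut at about 50% in these data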;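 note: plate controls were DMSO with full reaction for no effect and wells lacking NADH for full effect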
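Test system: Clostridium kluyveri diaphorase enzyme / Quantity: diaphorase at 0.14 U/mL in enzyme working solution / Incubation: 16-min room-temperature incubation before reading / Benchmarks: NADH-free wells as positive control, DMSO-only neutral wells / Signal: resorufin fluorescence 544/590 nm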
Starred values were filed as active, the others as inactive; / = no result given.

SMILES	PMI act hi M6P	PMI act	Lmaj promast	bIAP inh	TNAP act hi DEA	TNAP inh hiacc	Diaph act CS	bIAP activator	TNAP inh no acc	Diaphorase inh
O=C1c2ccccc2C(=O)N1CCCCSc1nnc(-c2ccc(OC(F)F)cc2)o1	0.8	0.8	10.1	13.5	1	0.9	0.8	0.9	-0.5	20.6
O=C1c2ccccc2C(=O)N1Cc1ccc2c(c1)OCO2	1	1	-3.0	7.8	1.1	-6.2	0.9	0.9	-5.2	8.7
COc1ccc(OC)c(NC(=O)C2CCCC2)c1	0.9	1	-3.9	9.2	1	0.7	1	0.9	-9.9	3.6
N#CC1CC(c2ccccc2)=NN1c1ccccc1[N+](=O)[O-] (configuration not stated)	1	1	27.5	12.3	1	-3.5	0.9	0.9	-7.8	13.2
COc1ccc(-c2[nH]c(-c3ccc(F)cc3)nc2SCC(=O)NCc2ccco2)cc1OC	1	1	0.0	4.5	1.1	-7.8	0.8	1	-12.6	16.4
COc1ccc(/C=N/OC/C(O)=C(\C#N)c2nc3ccccc3[nH]2)cc1OC	0.9	0.8	-3.8	-2.0	1	-0.7	0.9	1	-11.8	12.3
O=S(=O)(c1ccc(Cl)cc1)N1CCN=C1SCc1cccc(Cl)c1	0.9	0.9	-3.4	3.3	1.1	-5.3	0.8	1	-9.1	23.2
C=CCC(CC=C)(C(=O)O)c1ccccc1	0.9	0.9	-4.9	12.2	1	0.0	0.9	0.9	-8.0	11.9
Cc1ccccc1C(=O)NC(=S)Nc1ccc(S(=O)(=O)N(C)c2ccccc2)cc1	0.9	0.9	100.0*	30.8	1	1.6	0.8	0.7	2.5	16.0
CCOC(=O)c1sc(NC(=O)CCN2CCOCC2)c(C(=O)OCC)c1C	1	1	7.9	1.6	1.1	-6.0	0.9	1	-9.6	8.5
COc1ccccc1NC(=O)c1sc2nc(-c3ccco3)ccc2c1N	0.9	0.9	-4.2	12.5	1	4.5	0.7	0.9	-3.7	30.2
COc1ccc(NC(=O)CC2SC(=N)N(c3ccccc3)C2=O)c(OC)c1 (configuration not stated)	1	1.1	28.2	1.4	1.1	-6.6	1.1	1	-1.7	-11.8
O=C(N1CCCCC1)N1CCN(S(=O)(=O)c2ccc(Cl)cc2)CC1	/	/	-8.1	-10.8	1	0.0	/	1.1	-1.8	/
Cc1nc([N+](=O)[O-])c(C(=O)OCc2cccc(Br)c2)n1C	1	1	9.4	2.0	1	3.2	0.9	1	-2.5	10.1
CC(C)C(=O)Nc1cccc(NC(=O)CCN2C(=O)c3ccccc3S2(=O)=O)c1	0.9	0.9	1.4	3.9	1	-4.4	0.9	1	-7.1	12.2
CCn1cc(C(=O)NCC2CCCO2)c2cc(OC)c(OC)cc2c1=O (configuration not stated)	0.9	0.9	0.2	-0.4	1.1	-6.2	0.8	1	-8.8	20.9
CC1CN(CCC(=O)Nc2ccc3c(c2)OCO3)CC(C)O1 (configuration not stated)	0.9	1	-4.7	1.9	1.1	-6.3	1	1	4.0	-0.1
CCOC(=O)c1ccc(NC(=O)CSCc2ccco2)cc1	0.9	0.8	88.6*	9.4	1	-2.5	0.8	0.9	-21.0	19.5
O=C1NC(=S)N/C1=C/c1cc([N+](=O)[O-])ccc1N1CCOCC1	1.1	1.1	10.4	-46.4	1	2.3	0.9	1.5	-57.9	7.0
CCOC(=O)c1c(C)n(CCNC(C)=O)c2ccc(O)cc12	1	1	-3.2	3.1	1	-1.6	0.8	1	-13.5	15.2
CS(=O)(=O)N(CC(=O)NCc1ccncc1)c1cc(Cl)cc(Cl)c1	1	1.1	5.8	3.3	1.1	-6.2	0.9	1	-12.0	8.7
O=C(NNc1cccc(Cl)n1)Nc1cccc(C(F)(F)F)c1	1	1	40.1	-27.6	1.1	-5.0	0.9	1.3	-9.7	9.7
Cc1cccc(/N=C/c2c(O)ccc3oc4c(c23)CCCC4)n1	0.9	0.9	91.2*	0.5	1	-0.4	0.9	1	-5.8	11.7
CC1(C)OC(=O)N2CCc3ccccc3C21C (configuration not stated)	1.1	1	-7.6	20.4	1	2.3	1	0.8	-6.4	1.8
Cc1ccc(S(=O)(=O)Nc2cnn(-c3ccccc3)c(=O)c2Cl)cc1	/	/	-4.4	-9.7	1	-2.8	/	1.1	-7.3	/

The list goes on (2 carried over from the part before).
SMILES	PMI act hi M6P	PMI act	Lmaj promast	bIAP inh	TNAP act hi DEA	TNAP inh hiacc	Diaph act CS	bIAP activator	TNAP inh no acc	Diaphorase inh
CC1(C)OC(=O)N2CCc3ccccc3C21C (configuration not stated)	1.1	1	-7.6	20.4	1	2.3	1	0.8	-6.4	1.8
Cc1ccc(S(=O)(=O)Nc2cnn(-c3ccccc3)c(=O)c2Cl)cc1	/	/	-4.4	-9.7	1	-2.8	/	1.1	-7.3	/
O=C(CSc1nc(O)c(-c2ccccc2)c(=O)[nH]1)N1CCOCC1	1.1	1.1	-5.4	-5.7	1	1.0	1.1	1.1	-3.0	-13.5
COc1ccc(CCNC(=O)c2sc3cc(C)ccc3c2Cl)cc1	1	1	-4.1	23.6	1	-3.2	0.9	0.8	0.3	13.9
O=C(NC(=S)Nc1ccc(N2CCCCC2)cc1)c1ccc2c(c1)OCCO2	0.8	0.8	64.5*	1.5	1	1.2	0.8	1	-3.8	22.6
Cc1nn(-c2ccccc2)c(C)c1P(=O)(c1ccccc1)N(C)C (configuration not stated)	1	1	0.4	-4.2	1	-3.2	0.8	1	-7.7	15.5
COCCNC(=O)c1cc2cc(Br)cc(Br)c2oc1=O	1.1	1.2	-7.5	3.0	1	0.8	1.1	1	-7.0	-6.4
C=CCO/N=C(\C)c1c(O)c(C)c(-c2ccccc2)n(-c2ccccc2)c1=O	0.9	1.1	23.1	5.7	1	0.3	0.9	0.9	-6.0	5.3
CC(C)Cn1c(=O)c(C(=O)NCc2ccccn2)c(O)c2ccccc21	1.1	1	-7.0	4.4	1	0.4	1	1	3.7	1.5
CC(C)(C)c1ccc(OCC(=O)N/N=C/c2ccsc2)cc1	0.5	0.8	2.7	12.6	1	0.1	0.8	0.9	-12.9	16.7
Cc1cccc(C(=O)NC(=S)Nc2ccccc2C(=O)O)c1	0.9	0.8	-3.0	/	1.1	-6.1	0.5	0.4	6.5	51.1*
Cn1cccc1/C=N/NC(=O)c1ccn[nH]1	0.9	0.9	-4.1	6.5	1	3.5	0.9	0.9	-32.2	9.3
Cc1cc(=O)[nH]c(SCC(=O)NC(c2ccccc2)c2ccccc2)n1	1.1	1.1	2.8	4.6	1.1	-5.0	1	1	-14.5	3.9
COc1ccc(-c2cc(C)nc3nc(N)nn23)cc1	1	0.9	0.6	5.1	1	-1.7	0.9	0.9	-7.6	14.3
COc1cc(NC(=S)NCc2cccs2)cc(OC)c1	0.9	0.9	7.8	6.3	1	-2.7	0.8	0.9	-13.0	15.2
COc1ccccc1-n1c(SCC(=O)Nc2ccc(C)cc2)nc(O)cc1=O	1	1	-5.2	-4.5	1	-3.7	0.9	1	-18.8	6.4
CCOC(=O)C(C#N)C(Cc1ccccc1)c1ccco1 (configuration not stated)	0.9	0.9	-1.5	11.7	1.1	-6.9	0.9	0.9	-17.1	11.7
Cc1ccc(O)c(C2=NCCNC(C(F)(F)C(F)F)=C2)c1	1	1	-8.3	22.2	0.9	6.6	0.9	0.8	-7.6	13.3
CCNC(=O)CSc1nc2ccccc2c(=O)n1CCCOC(C)C	1	1	-8.8	1.6	1.1	-9.5	0.9	1	-8.3	13.2
Cc1nn(-c2nc3ccccc3n2Cc2ccccc2)c2c1C(=O)CC(C)(C)C2	0.9	0.8	13.6	-2.6	1.1	-5.5	0.8	1	-7.3	21.2
O=C(COc1ccc(Cl)cc1)OCC(=O)N1CCCCCC1	1	1	-5.3	15.7	1.1	-7.8	0.8	0.8	-17.6	16.7
CC1=CC(C)(C)N(S(=O)(=O)c2ccc(C)cc2)c2ccc(C)cc21	1	1	99.6*	38.2	1	-2.3	0.9	0.6	-11.9	7.9
COc1ccc(C=Nc2cccc3c(=O)[nH][nH]c(=O)c23)c2ccccc12	1.1	1	0.4	-2.6	1	-2.8	1	1	3.6	3.3
CCn1ncc([N+](=O)[O-])c1C(=O)Nc1c(C)nn(Cc2ccc(F)cc2)c1C	1	1	-2.9	15.6	1.1	-6.8	0.9	0.8	-9.0	13.8
CCOC(=O)C1CCN(S(=O)(=O)c2cccc(-c3cn4cccnc4n3)c2)CC1	1.1	1	-0.6	6.8	1	-4.5	0.9	0.9	-11.4	8.2
CC1(C)Cc2nc3nc(SCC(=O)NCc4ccccc4)n(-c4ccccc4)c(=O)c3cc2CO1	0.9	1.1	12.6	3.7	1	-4.4	0.9	1	-1.1	9.0
Cn1ccnc1C(=O)c1cc(SCC(=O)NCc2ccccc2)nc2ccccc12	1.1	1.2	12.5	-4.8	1	-4.5	0.9	1	-13.7	12.6

Copied from the list.
Under TNAP act hi DEA, COCCNC(=O)c1cc2cc(Br)cc(Br)c2oc1=O is entered as 1
Under PMI act, O=C(COc1ccc(Cl)cc1)OCC(=O)N1CCCCCC1 is entered as 1
Under PMI act, CC1=CC(C)(C)N(S(=O)(=O)c2ccc(C)cc2)c2ccc(C)cc21 is entered as 1

Going on with the list.
SMILES	PMI act hi M6P	PMI act	Lmaj promast	bIAP inh	TNAP act hi DEA	TNAP inh hiacc	Diaph act CS	bIAP activator	TNAP inh no acc	Diaphorase inh
Cn1cc(CN2CCc3c([nH]c4ccccc34)C2C2CCCCC2)cn1 (configuration not stated)	0.9	0.9	11.7	-7.8	1	-0.9	0.9	1.1	3.2	8.1
COc1ccccc1-n1c(Cc2cccs2)n[nH]c1=S	1	1	6.5	0.6	1	-1.9	1	1	7.8	4.3
COc1cc(NC(=S)N2CCCC(C)C2)c(OC)cc1Cl (configuration not stated)	0.9	1	6.1	-13.5	1	0.0	1	1.1	-7.3	0.3
O=C(c1ccc(Cl)cc1)c1oc2ccccc2c1CS(=O)c1ccc(Cl)cc1 (configuration not stated)	1.5	0.8	17.2	13.3	1.1	-5.6	1.1	0.9	4.7	-9.9
COc1ccc(-c2nnn(CC(=O)N(Cc3ccccc3Cl)C(C(=O)NCC3CCCO3)c3ccco3)n2)cc1 (configuration not stated)	1	1	-5.1	-0.9	1	-0.8	0.9	1	-10.3	11.9
CCNc1nc(C23CC4CC(CC(C4)C2)C3)cs1	1.1	1.2	15.1	8.7	1	0.8	0.9	0.9	-6.2	5.6
COc1cc(OC)cc(C(=O)Nn2cc(C(=O)Nc3c(F)cccc3F)c3ccccc3c2=O)c1	1	1	-0.5	3.2	1	2.8	0.9	1	-1.8	13.8
